POLB inh = inhibitors of human DNA polymerase beta | Pol beta primer extension/strand displacement, fluorescence kinetic | P06746 | Potency, µM (top dose mostly 114 µM), for inactives: at the highest dose activity change, negative = inhibition, most hits filed as inhibitors | 340,000 tested, 1.3% active | AID 485314; further: potency means the concentration at half of the fitted maximal effect; on the % scale 0 is the no-effect control and ±100 the full control effect
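Homogeneous kinetic assay of primer extension and strand displacement by 10 nM Pol beta, preincubated 15 min at room temperature with compound before 50 nM substrate (final) was added. Read at 0 and 10 min; four-parameter Hill fit.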
APE1 inh = blocks human APE1 abasic DNA cleavage; Potency, µM (doses to about 65.8 µM), inactives show at the top dose activity change, negative = inhibition, most hits filed as inhibitors; AID 2517; recombinant APE1, TAMRA/BHQ-2 abasic DNA cleavage fluorescence; 350,000 tested, 0.35% active;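 further: potency means the concentration at half of the fitted maximal effect; plate controls were vehicle for no effect and reference inhibitor for full effect; nearly all actives have a fitted effect of over 55% in size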
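Step 1: APE1 (0.75 nM) with compound, 15 min RT. Step 2: add 50 nM fluorophore/quencher THF duplex. Step 3: three fluorescence reads 60 s apart (525/598 nm); read 3 minus read 1 = reaction progress.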
ALOX12 inh = inhibitors of human 12S-lipoxygenase ALOX12; purified 12hLO, xylenol orange hydroperoxide absorbance; Potency, µM (doses to about 108 µM), inactives show at the highest dose activity change, negative = inhibition, most hits filed as inhibitors; 580,000 tested, 1.1% active; P18054; further: potency means the concentration at half of the fitted maximal effect; on the % scale 0 is the no-effect control and ±100 the full control effect
Target sequence (P18054 whole entry, looked up): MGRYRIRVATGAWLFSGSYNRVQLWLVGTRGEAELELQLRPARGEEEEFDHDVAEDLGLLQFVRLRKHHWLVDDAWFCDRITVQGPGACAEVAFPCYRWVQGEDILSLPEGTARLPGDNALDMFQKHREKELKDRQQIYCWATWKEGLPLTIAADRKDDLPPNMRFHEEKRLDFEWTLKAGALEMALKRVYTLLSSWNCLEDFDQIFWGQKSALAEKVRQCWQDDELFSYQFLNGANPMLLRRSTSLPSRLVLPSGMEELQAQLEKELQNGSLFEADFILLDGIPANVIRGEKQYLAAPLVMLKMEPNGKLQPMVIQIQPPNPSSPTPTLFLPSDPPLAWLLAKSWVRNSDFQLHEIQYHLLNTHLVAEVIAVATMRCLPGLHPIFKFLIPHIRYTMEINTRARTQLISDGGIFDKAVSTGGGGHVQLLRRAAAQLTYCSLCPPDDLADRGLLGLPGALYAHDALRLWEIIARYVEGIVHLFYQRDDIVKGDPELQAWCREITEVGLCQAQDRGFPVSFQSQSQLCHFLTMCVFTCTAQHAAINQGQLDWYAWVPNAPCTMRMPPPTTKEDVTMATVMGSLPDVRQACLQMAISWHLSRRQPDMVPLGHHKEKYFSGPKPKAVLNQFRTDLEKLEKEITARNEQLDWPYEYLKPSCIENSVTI
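Purified human 12hLO at 150 nM in 25 mM Hepes, 0.01% Triton X-100, pH 7.0, preincubated 15 min at room temperature with compound. Reaction started with 40 uM arachidonic acid, 30 min at room temperature. Hydroperoxide measured by Fe-xylenol orange, 573/405 nm absorbance ratio.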
POLH inh = DNA polymerase eta (human) inhibition; recombinant Pol eta, fluorescent DNA replication assay; Potency, µM (series often up to 114 µM), without a hit: at the top dose activity change, negative = inhibition, usual class: inhibitors; 390,000 tested, 1.2% active; AID 588591; Q9Y253; further: potency means the concentration at half of the fitted maximal effect; on the % scale 0 is the no-effect control and ±100 the full control effect
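Pol eta at 10 nM preincubated with compounds 15 min at room temperature; reaction started with fluorescent substrate (50 nM final) and read kinetically at 0 and 10 min.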
RGS4 inhibitor = inhibitors of human regulator of G protein signaling 4 | Potency, µM (doses to about 114 µM), inactives show at the highest dose activity change, negative = inhibition, most hits filed as inhibitors | 390,000 tested, 0.039% active | P49798 | Transcreener GDP fluorescence polarization, RGS4-accelerated GTP hydrolysis; further: potency means the concentration at half of the fitted maximal effect; on the % scale 0 is the no-effect control and ±100 the full control effect; nearly all actives have a fitted effect of over 75% in size; some results filed as inactive show a strong effect at the top dose
Target sequence (P49798 whole entry, looked up): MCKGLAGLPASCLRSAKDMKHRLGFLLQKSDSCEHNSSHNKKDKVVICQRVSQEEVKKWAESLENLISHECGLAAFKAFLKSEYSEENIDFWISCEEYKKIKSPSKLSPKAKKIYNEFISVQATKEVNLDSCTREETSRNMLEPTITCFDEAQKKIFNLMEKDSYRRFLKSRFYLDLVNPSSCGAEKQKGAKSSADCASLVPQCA
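MLSMR compounds (23 nl, pin-transferred) preincubated 10 min at room temperature with a 500nM (2x) first reagent, then RGS4 at 900nM (2x) plus Transcreener GDP mix added; fluorescence polarization (620/688 nm) read before and after 90 min at 30 °C.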
LDHA inh = blocks human lactate dehydrogenase A; P00338; purified LDHA, NADH/diaphorase-resazurin fluorescence; active compounds read low; activity change, % (values are at about 110 or 230 µM); 480,000 tested, 0.15% active; AID 1347041; in the data active means activity change below about -30%; inconclusive means mostly about -25% to -30%;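 further: plate controls were DMSO wells for no effect and wells without enzyme for full effect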
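Remaining NADH was detected by diaphorase (0.133 mg/mL) converting 37 µM resazurin to fluorescent resorufin, read at 0 and 20 minutes. The preceding 5-minute room-temperature reaction used 2 nM LDHA, 0.2 mM sodium pyruvate and 0.06 mM NADH at pH 7.4.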
Pol kappa inh = inhibitors of human DNA polymerase kappa; Potency, µM (series often up to 107 µM), inactives show top-dose activity, negative = inhibition, most hits filed as inhibitors; Q9UBT6; 400,000 tested, 0.53% active; purified Pol kappa, fluorescent DNA synthesis assay, 10 min; further: potency means the concentration at half of the fitted maximal effect; on the % scale 0 is the no-effect control and ±100 the full control effect
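Kinetic fluorescence readout at 0 and 10 min followed reaction start with substrate at 50 nM final. Beforehand, enzyme (10 nM Pol kappa) stood 15 min with compound at room temperature; buffer-only wells were negative controls.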
ERG-DNA inh = ERG Ets/DNA interaction inhibition; P11308; AID 624246; 370,000 tested, 0.028% active; Potency, µM (series often up to 76.9 µM), without a hit: at the top dose FP activity, negative = inhibition, usual class: inhibitors; fluorescence polarization, His-ERG Ets domain / labelled DNA; active means well fitted inhibition curve with a large enough effect in the polarisation, with a control signal flat; inconclusive means small, poorly fitted or top-dose-only effect, or effect the other way, or a change in a side signal; inactive means no such curve, though single readings can be large or run the other way; the % refers to the polarisation;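 further: polarization taken with two DNA probes labelled with fluorescein and Texas red; potency means the concentration at half of the fitted maximal effect; % of control where 0% means no effect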
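His-tagged ERG Ets domain (1 uM in the protein solution; 300mM KCl, 50mM Tris-HCl, 1mM EDTA, 1mM DTT, pH 7.5) received compound, then a probe mix of 5 nM fluorescein-DNA and 100nM Texas-615-DNA. Fluorescence polarization was read for both dyes.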
Apoferritin bind = candidate novel general anesthetic via apoferritin binding | Potency, µM (titrated, usually from 77.5 µM), inactives show top-dose activity change, negative = displacement, usual class: inhibitors | P02791 | apoferritin/1-aminoanthracene competitive binding, fluorescence | 350,000 tested, 0.074% active; further: potency means the concentration at half of the fitted maximal effect; on the % scale 0 is the no-effect control and ±100 the full control effect; nearly all actives have a fitted effect of over 20% in size
Target sequence (P02791 2-175 limits assumed): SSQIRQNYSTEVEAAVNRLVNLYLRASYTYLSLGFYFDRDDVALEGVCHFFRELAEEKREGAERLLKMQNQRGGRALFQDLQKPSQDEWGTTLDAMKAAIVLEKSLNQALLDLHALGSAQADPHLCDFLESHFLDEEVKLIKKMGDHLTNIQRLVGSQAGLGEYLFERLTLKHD
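Steps: apoferritin (10 uM) was premixed with half-saturated 1-AMA in PBS, compounds were pin-transferred, plates stood 10 min at room temperature, fluorescence was read at 380/535 nm, and curves were fitted with a Hill equation.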
* hit, by the source's call; ? = inconclusive; . = no result given; & = joins results of further samples; [ ] = remark or other dose. Unless noted, the call rests on the fitted dose curve; in most records, active means well fitted curve in the direction sought with a large enough effect; inconclusive means small, poorly fitted or top-dose-only effect, or another doubt; inactive means no such curve, though single readings can be large; an effect the other way counts as inactive or inconclusive. This is a subset, so the mix of outcomes need not match the whole.

SMILES	POLB inh	APE1 inh	ALOX12 inh	POLH inh	RGS4 inhibitor	LDHA inh	Pol kappa inh	ERG-DNA inh	Apoferritin bind
CCOC(=O)C1CCCN(C(=O)c2ccc(S(=O)(=O)Nc3ccccc3OC)cc2)C1 (centres undefined)	.	20%	-1%	3%	7%	-5	-2%	14%	.
CCOC(=O)/C=C(\C)N1N=C(c2ccccc2)CC1c1ccccc1 (centres undefined)	-14%	-4%	115%[activator]	-19%	-6%	-3	-19%	1%	?
CCOc1ncccc1C(=O)OCC(=O)Nc1cccc(C(C)=O)c1	13%	-4%	-20%	-22%	27%	-7	-9%	8%	-12%
COC(=O)[C@@H](NCc1ccc(OC)c(B(O)O)c1)C(C)C	.	.	13%	-10%	17%	-10	-14%	2%	.
COc1ccc(-c2ccnc3nc(Sc4ncc(C(F)(F)F)cc4Cl)nn23)cc1	0%	-7%	2%	-15%	-24%	8	-3%	-8%	?
Cc1ccc(S(=O)(=O)N2CCN(C(=O)C3CCCO3)CC2)cc1C (centres undefined)	27%	17%	11%	-24%	-6%	-3	-9%	4%	-3%
CC(=O)Nc1sc(C)c(C)c1C(=O)OCC(=O)Nc1ccccc1	.	15%	6%	-11%	-1%	-2	-7%	6%	.
CCOC(=O)Cc1nnc(NC(=O)CCc2ccccc2)s1	51%	-4%	-9%	-3%	18%	-9	-4%	0%	-4%
COc1ccc(-c2csc(NC(=S)NC(=O)c3ccco3)n2)cc1	-22%	10%	1%	-23%	-10%	2	2%	0%	-2%
O=C(C1=C[C@@H](c2coc3ccccc3c2=O)C[C@@H](OCc2ccc(CO)cc2)O1)N1CCOCC1	-1%	4%	-8%	-4%	14%	-3	-9%	4%	-8%
O=C(N/N=C/C=C/c1ccccc1[N+](=O)[O-])c1cc(-c2ccccc2)n[nH]1	?	2%	4%	?	-26%	-6	-31%	-1%	-19%
CN(Cc1ccccc1)C(=O)c1nc2ccccn2c1CN1CCc2sccc2C1	1%	-5%	10%	-14%	-49%	1	-11%	8%	-13%
CCc1cc(=O)oc2cc(OCC(=O)N3CC[C@@]4(O)CCCC[C@H]4C3)ccc12	3%	7%	23%	-15%	1%	-13	-4%	-10%	-15%
O=C(Nc1ccccc1)C1CC=CCC1C(=O)OCC1CCCO1 (centres undefined)	-12%	-7%	?	-2%	4%	-7	-11%	6%	-26%
COc1cc(/C=N\Nc2ccc([N+](=O)[O-])cc2)ccc1OCC(=O)Nc1ccc(C)c(C)c1	39%	4%	?	?	5%	-4	-4%	-8%	-11%
O=C(c1cccc(Oc2ccccc2)c1)N1CCOCC1	0%	18%	1%	-9%	2%	-3	-3%	-4%	-5%
CN(Cc1c(F)cccc1Cl)S(=O)(=O)c1cccs1	43%	-24%	0%	-22%	-8%	-3	-14%	-6%	-8%
CCCOc1ccc(/C=N/NC(=O)C2CC2)c(OCCC)c1	12%	9%	-5%	-9%	18%	-7	0%	-13%	-1%
O=C(N/N=C/c1cccc(Oc2ccccc2)c1)c1cc[n+]([O-])cc1	-20%	4%	-11%	-6%	13%	-11	-14%	3%	-16%
COc1ccc(/C=N\NC(=O)c2cccc(Br)c2)c(OC)c1	-4%	6%	247%[activator]	1%	16%	-9	-28%	3%	7%
COc1ccc(CC(C)N2CCN(Cc3ccccc3)CC2)c(OC)c1 (centres undefined)	2%	0%	?	-1%	-5%	-1	0%	-7%	-9%
Cc1cc(C)nc(N2CCN(S(=O)(=O)c3ccc(F)cc3)CC2)n1	0%	0%	0%	-18%	13%	-4	3%	0%	-8%
COc1cc(/C=C/C(=O)N(C)CC(=O)Nc2ccccc2SC)cc(OC)c1OC	.	21%	143%[activator]	-19%	-19%	3	-7%	23%	.
O=C(OCC(=O)c1ccc[nH]1)c1ccc(Br)cc1	.	7%	9%	7%	32%	-8	-16%	15%	.
CCOC(=O)c1c(S(=O)(=O)Nc2ccc(F)cc2Cl)c(C)n(C)c1C	0%	11%	-1%	-7%	5%	-2	1%	-10%	-5%
CCOC(=O)C1CCCN(C(=O)Cn2ncc3c4ccccc4n(C)c3c2=O)C1 (centres undefined)	13%	.	-16%	-11%	7%	-1	-17%	5%	45%[activator]
Cc1cc(Nc2cccc(Br)c2)c2ccccc2n1	.	.	?	-14%	-30%	-2	-4%	-6%	.
CCN(C(=O)CCc1nc(-c2ccc(C)cc2)no1)c1cccc(Cl)c1	27%	.	-6%	-23%	19%	7	-3%	-2%	43%[activator]
O=C(Nc1nccs1)C1CC(=O)N(CCc2ccccc2)C1 (centres undefined)	.	13%	?	-3%	-4%	-1	4%	-18%	.
CCN(CC)CCNC(=O)Cn1nc(Cc2ccncc2)c2ccccc2c1=O	52%	-1%	1%	-2%	-12%	-1	11%	4%	4%
CN(C)CCNC(C(=O)Nc1cccc(S(=O)(=O)N2CCOCC2)c1)c1ccccc1 (centres undefined)	.	3%	1%	-1%	6%	-13	1%	4%	.
CCOC(=O)c1c(S(=O)(=O)N2CCCC(C(=O)Nc3ccc(C)cn3)C2)c(C)n(C)c1C (centres undefined)	2%&1%	74%[activator]	17%&-27%	-15%&-9%	-10%&-8%	-1&2	14%	9%&-19%	-4%&-4%
Cc1ccc(NS(=O)(=O)c2ccc3c(c2)CC(=O)N3)c(C)c1	-11%	31%	?	-14%	-3%	3	-7%	-12%	-8%
COc1cc(C(=O)NCc2cccc(Cl)c2)ccc1OCC(=O)N1CCOCC1	.	-12%	-26%	-13%	7%	-6	-14%	-4%	.
Cc1cccc(C)c1NC(=O)CNC(=O)CNC(=O)c1ccc2c(c1)OCO2	.	3%	9%	-19%	-17%	-1	-9%	-9%	.
Cn1ncc2c(N3CCN(c4ccc(F)cc4)CC3)ncnc21	0%	.	-4%	2%	-8%	5	-6%[60.1 µM]	0%	-1%
Cc1cc(N/N=C/c2cccc([N+](=O)[O-])c2)nc(-n2nc(C)cc2C)n1	-2%	6%	253%[activator]	-20%	31%	-10	-3%	-5%	-7%
CC1(C)Cc2cccc(OCC(=O)NCCOc3ccccc3)c2O1	34%	-10%	36%[activator]	-20%	?	-8	0%	2%	-11%
O=C(Cn1nc(C(F)F)cc1C(F)F)NNC(=S)Nc1ccc(F)cc1	2%	3%	13%	-8%	5%	-3	-8%	-2%	-7%
Cc1c(OCC(=O)NCc2ccccn2)ccc2c(-c3ccccc3)cc(=O)oc12	4%	22%	16%	-10%	-6%	-15	-1%	-3%	-13%
COc1ccc(S(=O)(=O)N(C)C)cc1NC(=O)COC(=O)c1nc2nccc(C)n2n1	8%	2%	3%	7%	8%	-3	4%	16%	-2%
COc1ccc(CCN2CC(C(=O)Nc3ccc4c(c3)OCO4)CC2=O)cc1OC (centres undefined)	20%	-2%	-5%	-12%	-19%	-5	-16%	-6%	-3%
Cc1ccc(S(=O)(=O)N2CCN(C(=O)COC(=O)CCOc3cc(C)ccc3C)CC2)cc1	.	-26%	?	-11%	-3%	-2	-19%	-3%	.
CC(OC(=O)c1nn(C)c(=O)c2ccccc12)C(=O)NCc1ccc2c(c1)OCO2 (centres undefined)	-2%	4%	9%	-8%	-11%	2	4%	0%	-20%
Cn1nnnc1NCc1ccccc1F	-1%	9%	52%[activator]	-21%	-22%	-3	-13%	8%	-10%

Sorted by the number under LDHA inh (highest first): some entries from above
compound | POLB inh | APE1 inh | ALOX12 inh | POLH inh | RGS4 inhibitor | LDHA inh | Pol kappa inh | ERG-DNA inh | Apoferritin bind
O=C(Cn1nc(C(F)F)cc1C(F)F)NNC(=S)Nc1ccc(F)cc1 | 2% | 3% | 13% | -8% | 5% | -3 | -8% | -2% | -7%
COc1cc(C(=O)NCc2cccc(Cl)c2)ccc1OCC(=O)N1CCOCC1 | . | -12% | -26% | -13% | 7% | -6 | -14% | -4% | .
Cc1cc(N/N=C/c2cccc([N+](=O)[O-])c2)nc(-n2nc(C)cc2C)n1 | -2% | 6% | 253%[activator] | -20% | 31% | -10 | -3% | -5% | -7%
Cc1c(OCC(=O)NCc2ccccn2)ccc2c(-c3ccccc3)cc(=O)oc12 | 4% | 22% | 16% | -10% | -6% | -15 | -1% | -3% | -13%

New compounds follow.
SMILES	POLB inh	APE1 inh	ALOX12 inh	POLH inh	RGS4 inhibitor	LDHA inh	Pol kappa inh	ERG-DNA inh	Apoferritin bind
O=C(CN1C(=O)CCSc2ccc(S(=O)(=O)N3CCCC3)cc21)Nc1cccc(Cl)c1	0%	.	-22%	-14%	-10%	1	-6%[60.1 µM]	-2%	0%
CCSc1ncc(C#N)c(=O)[nH]1	3%	-3%	0%	-6%	21%	-4	-2%	5%	-5%
Cc1cc(C)cc(NC(=S)N(CCN(C)C)Cc2cccs2)c1	3%	5%	-16%	-8%	-8%	3	-2%	14%	-23%
O=c1cc(CSc2n[nH]c(-c3ccncc3)n2)nc2sccn12	10µM*	-20%	0%	?	-18%	-4	?	-4%	-1%
Cc1ccc2c(CNCCc3ccc(Cl)cc3)c(C(=O)O)n(Cc3ccc(F)cc3)c2c1	6%	.	-20%	-25%	-9%	-3	-1%	3%	?
COc1ccc(-c2cc(C(F)(F)F)nc(SCC(N)=O)n2)cc1	-23%	4%	9%	-8%	-7%	-2	-3%	.	-14%
c1ccc2sc(SCSc3nc4ccccc4s3)nc2c1	-2%	-1%	-9%	-15%	-1%	-8	8%	-3%	-4%
Cc1oc(-c2ccccc2)nc1C(=O)N1CCN(c2ccc(F)cc2)CC1	-1%	17%	8%	-20%	?	-2	-17%	-3%	-7%

High-throughput results (PubChem BioAssay)
